Source: PubChem BioAssay (several laboratories)
LYPLA2 counter = LYPLA2 (human) inhibition in PME1 counter-screen | O95372 | recombinant LYPLA2, FP-Rh probe fluorescence polarization | 0.38% of 320,000 active | inhibition, % at 5.9 µM;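 active = inhibition above the screen-wide mean plus 3 SD, limit set per campaign, cut at about 26% in these data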;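 also: 0% = LYPLA2 with DMSO and 100% = wells lacking LYPLA2 enzyme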
Target sequence (O95372 whole entry, looked up): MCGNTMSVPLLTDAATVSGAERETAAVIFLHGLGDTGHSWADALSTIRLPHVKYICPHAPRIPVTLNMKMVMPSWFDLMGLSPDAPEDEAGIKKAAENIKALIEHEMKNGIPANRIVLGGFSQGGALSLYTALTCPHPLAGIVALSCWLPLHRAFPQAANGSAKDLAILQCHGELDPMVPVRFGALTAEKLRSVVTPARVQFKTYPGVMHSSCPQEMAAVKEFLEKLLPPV
Fh CTSL1 inh = blocks F. hepatica cathepsin L1 in PFM18AAP counter-screen; 0.49% of 300,000 active; recombinant F. hepatica cathepsin L1, Z-Leu-Arg-MCA fluorescence; inhibition, % at 5.96 µM; AID 1906;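 active = inhibition above the mean of all tested compounds plus 3 SD, set per screening campaign, cut at about 17% in these data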;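 also: 0% = plate median of test compound wells and 100% = 1 µM Z-Phe-Ala-diazomethylketone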
core dimer inh = blocks dimerization of HCV core protein. TR-FRET GST/Flag-core106 dimerization, 1536-well. inhibition, % at 5 µM. 0.33% of 300,000 active. AID 1899;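 active = inhibition above the mean of all tested compounds plus 3 SD, set per screening campaign, cut at about 45% in these data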
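Assay system – GST-tagged and Flag-tagged HCV core protein residues 1-106 · Quantity – core106 proteins, GST 13.5 nM and Flag 17 nM · Benchmarks – unlabelled core106 and no-GST-core106 wells · Read-out basis – percent inhibition of core106 dimerization signal · Detection – time-resolved FRET, ex 340 nm, em 617 and 671 nm · Schedule – 4 h at 22.5 °C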
PREPL inhibitor = inhibitors of human prolyl oligopeptidase-like enzyme PREPL; recombinant PREPL, fluorescence polarization activity-based probe; inhibition, % at 5.96 µM; 0.68% of 320,000 active; AID 2751; in the data active = inhibition above about 43%;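 also: 0% = enzyme with DMSO and 100% = wells lacking enzyme; many of its hits are not listed in these tables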
Efflux pump mplx = inhibitors of Candida antifungal efflux pumps expressed in yeast; AID 485275; S. cerevisiae Candida pump triplex, Nile Red efflux; 0.44% of 330,000 active; inhibition, % at 10 µM;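 active = plate passing quality check with inhibition over a set limit, or well fluorescence over plate mean plus 4 SD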;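 also: Nile Red retained in pooled yeast measured as flow cytometry median fluorescence; 0% = buffer negative control and 100% = Enniatin B positive control; higher means more Nile Red kept so more efflux inhibition; some compounds called inactive have numbers as strong as hits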
PP5 primary = blocks human protein phosphatase 5 activity; P53041; purified PP5c, OMFP substrate fluorescence; inhibition, % at 6.7 µM; 0.18% of 320,000 active;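 active = inhibition above the campaign's mean inhibition across all tested compounds plus 3 SD, cut at about 9.5% in these data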;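 also: 0% = DMSO only and 100% = 100 µM cantharidin control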
Target sequence (P53041 whole entry, looked up): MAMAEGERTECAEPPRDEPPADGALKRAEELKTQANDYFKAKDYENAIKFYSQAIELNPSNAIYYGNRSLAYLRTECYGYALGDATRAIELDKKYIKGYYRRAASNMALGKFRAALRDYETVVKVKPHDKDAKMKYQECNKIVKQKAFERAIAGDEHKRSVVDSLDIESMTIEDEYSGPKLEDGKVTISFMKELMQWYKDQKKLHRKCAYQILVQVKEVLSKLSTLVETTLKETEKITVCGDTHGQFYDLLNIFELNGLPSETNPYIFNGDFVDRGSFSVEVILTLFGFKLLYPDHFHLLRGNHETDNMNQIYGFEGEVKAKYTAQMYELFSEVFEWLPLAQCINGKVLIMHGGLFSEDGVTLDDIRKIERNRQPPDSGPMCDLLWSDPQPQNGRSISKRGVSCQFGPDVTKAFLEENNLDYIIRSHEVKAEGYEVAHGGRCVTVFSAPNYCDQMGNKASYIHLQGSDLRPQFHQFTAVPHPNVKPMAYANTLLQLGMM
JMJD2C inh = inhibitors of human GASC-1 (JMJD2C) demethylase; GST-JMJD2C(1-420) H3K9me3 demethylation, DELFIA europium; 0.069% of 330,000 active; inhibition, % at 2.35 µM; Q9H3R0; AID 2099;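 active = more than half of a compound's replicate wells show inhibition beyond 50%, single wells judged on their own value; inconclusive = some, but no more than half, of replicates pass 50% inhibition; inactive = no replicate passes 50% inhibition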;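 also: signal counts dimethyl H3K9 product captured on neutravidin plate; 0% = median of DMSO wells and 100% = 0.3 times that DMSO median; strong numbers were not always called active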
PP1 counter = blocks human PP1-alpha phosphatase, a PP5 counter-screen | P62136 | purified PP1alpha, OMFP fluorescence | inhibition, % at 6.7 µM | 0.9% of 320,000 active;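 active = inhibition above the mean inhibition of all tested compounds plus 3 SD, computed separately for each screening campaign, cut at about 15% in these data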
Target sequence (P62136 whole entry, looked up): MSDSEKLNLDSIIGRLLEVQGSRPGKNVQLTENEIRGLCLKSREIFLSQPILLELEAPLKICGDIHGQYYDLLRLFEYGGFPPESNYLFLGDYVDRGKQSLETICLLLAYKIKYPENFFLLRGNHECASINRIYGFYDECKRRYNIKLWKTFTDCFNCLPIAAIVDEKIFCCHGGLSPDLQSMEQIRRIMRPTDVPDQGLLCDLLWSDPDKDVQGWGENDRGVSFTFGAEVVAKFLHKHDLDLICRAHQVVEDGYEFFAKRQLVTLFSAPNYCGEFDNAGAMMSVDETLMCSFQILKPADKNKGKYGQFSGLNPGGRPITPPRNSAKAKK
TPT1 inh = C. albicans TPT1 enzyme inhibition | inhibition, % at 5 µM | recombinant caTPT1, FP RNA substrate dephosphorylation | 0.81% of 300,000 active;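 active = inhibition above the mean of all tested compounds plus 3 SD, set per screening campaign, cut at about 24% in these data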;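 also: plate controls were DMSO alone for no effect and ferristatin control at 100 nM for full effect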
Active calls of the source: *; ? = inconclusive; . = not tested or not shown.

SMILES,PP5 primary,TPT1 inh,JMJD2C inh,Efflux pump mplx,PP1 counter,LYPLA2 counter,Fh CTSL1 inh,PREPL inhibitor,core dimer inh
CSCC[C@H](NC(=O)[C@@H]1Cc2ccccc2CN1)C(=O)NC1CCCC1,2.8,-1,-25,0.1,-3,1,1,-3,-3
CC(C)(O)C#Cc1ccc(CN2CCN(C3CCCC3)C(CCO)C2)cc1 (stereo not given),0.2,3,16,-0.1,-2,3,-3,1,-3
O=C(CC12CC3CC(CC(C3)C1)C2)NC(=S)Nc1ccc(CN2CCOCC2)cc1,-1.4,3,-27,0.1,-2,1,8,11,4
O=S1(=O)CC/C(=N\Nc2ccccc2)c2ccsc21,-1.3,-1,2,0.1,5,-1,2,-28,-7
O=[N+]([O-])c1ccc(Cl)c(C[n+]2cccc3ccccc32)c1,2.0,59*,1,0.0,-1,0,-3,24,-2
CC(=O)c1sc(NC(=O)C(C)C)nc1C,1.3,1,5,0.0,5,-6,-3,4,1
N#CC(C#N)=Cc1cnc(N2CCN(c3ccccc3)CC2)s1,1.7,-1,5,0.5,4,1,-1,15,3
O=c1cc(N2CCN(c3ccc(F)cc3)CC2)[nH]c(=O)n1C1CCCCC1,1.8,2,7,0.3,-3,0,4,1,6
CC1=[N+](C)N(c2ccccc2)C(=O)C1N=Cc1ccccc1Cl (stereo not given),-3.1,-1,-31,-0.1,-2,2,2,-1,5
CC1(C)CC(=O)C2=C(C1)Nc1nc(SCCN3CCOCC3)[nH]c(=O)c1C2c1cccs1 (stereo not given),-0.4,-7,7,-0.1,-2,0,3,13,5
COc1ccc(S(=O)(=O)N2CCN(C(=O)c3cc4c(s3)CCCC4)CC2)cc1,3.8,.,5,0.5,2,-2,.,-20,.
O=C(OC1CCCCC1=O)c1cccc(S(=O)(=O)N2CCOCC2)c1 (stereo not given),-1.5,0,-21,0.0,-7,-3,0,-5,-2
C#CCOCCOCCOCCNc1nc(N2CCN(C(=O)[C@H](CCCCN)n3cc([C@@H](N)CC(C)C)nn3)CC2)nc(N2CCN(C(=O)[C@H](Cc3cc4ccccc4[nH]3)n3cc([C@@H](N)Cc4ccc(O)cc4)nn3)CC2)n1,3.8,-2,-19,.,17*,-3,3,49*,-22
C=CCn1c(=O)c2ccccc2n2c(SCC(=O)NCc3cccs3)nnc12,0.0,5,2,-0.1,0,0,-1,4,2
CCN(CC)CCC(=O)NC(C)(C)Cc1ccc(O)cc1,-0.6,0,-7,0.0,-1,4,0,-2,0
O=S(=O)(c1ccc2c(c1)N(Cc1ccc(Cl)cc1)C1CCCN21)N1CCOCC1 (stereo not given),2.5,14,-12,0.1,5,-10,-2,9,10
COc1ccc(C)cc1S(=O)(=O)NCCc1ccccc1,4.3,2,1,0.3,-2,1,-2,7,0
OC1(c2ccccc2)CCN(Cc2ccccc2)CC1,-1.8,2,5,0.0,-5,-5,-3,-3,-2
CC(NC(=O)c1cccc2ccccc12)c1ccc2c(c1)CCCC2 (stereo not given),3.2,-1,-1,1.2,4,-7,-1,-7,2
CN(CC/C=C1/c2ccccc2CSc2ccccc21)CCCO,1.2,-2,104,0.0,-8,-8,-6,-36,-4
Cc1cc(C)c(NC(=O)COC(=O)Cc2cccs2)c(C)c1,1.1,2,2,0.1,-4,9,-3,1,-2
COc1ccc(C(=O)Nc2ccc(-c3ccc(NC(=O)c4ccc(OC)cc4)c(OC)c3)cc2OC)cc1,0.9,-3,-5,0.0,-4,11,6,8,-20
Cc1ccc(N/C(N)=N/c2nc(CSc3nnc(N)s3)cc(=O)[nH]2)cc1,1.2,0,-7,0.1,-1,4,2,14,-3
C/[N+]([O-])=C\c1cccc(OCCN2CCN(c3ncc(C(F)(F)F)cc3Cl)CC2)c1,-0.2,-5,9,0.0,-5,10,-1,-3,-9
Cc1cc(NC(=O)Cn2nc(-c3cccs3)ccc2=O)cc(C)c1Br,1.5,-2,7,-0.1,-3,-11,2,-4,10
CCOc1ccc(NC(=O)C2CC(=O)N(C(C)C)C2)cc1 (stereo not given),2.1,0,8,-0.1,-1,5,-3,9,-22
O=C(O)Cc1coc2ccc3ccccc3c12,-3.5,-4,2,-0.1,-2,2,1,1,4
Cc1ccc(S(=O)(=O)Nc2ccc3c(c2)nc2n3CCN(Cc3ccccc3)C2)cc1,2.0,2,-10,0.0,11,-2,0,0,15
CCn1c(=O)n(CC)c2cc(NS(=O)(=O)c3ccccc3)ccc21,0.3,-2,5,0.0,-2,6,-2,0,3
O=C(O)CC1(CC(=O)NCc2ccncc2)CCCCC1,-1.1,-2,9,0.0,-7,-4,-1,-2,-1
COC(=O)c1ccc(NC(=O)COC(=O)COc2cccc3c2OC(C)(C)C3)cc1,1.2,.,1,0.1,-3,1,.,-2,.
CCc1nccn1Cc1cc(C=O)ccc1OC,5.4,1,1,0.0,-2,4,0,-4,-1
O=S(=O)(NCC1CCCO1)c1cc(Br)c(Br)s1 (stereo not given),1.6,-4,-8,-0.1,2,8,3,-28,-8
Cc1sc2nc(SCC(=O)NCCO)n(-c3ccccc3)c(=O)c2c1C,-1.3,-2,5,-0.1,-3,-2,3,-2,-1
COc1ccc([N+](=O)[O-])cc1NC(=O)c1cn(-c2ccc(Cl)cc2)c(=O)c2ccccc12,0.0,-2,-11,-0.1,1,2,-2,-3,31
O=C(NCCN1CCOCC1)c1ccc2c(c1)ncn2C1CCCCC1,0.2,-1,0,0.0,-5,2,4,15,3
CN1CCN(c2ccc(NC(=O)c3ccc(C(F)(F)F)cc3)cn2)CC1,0.6,-1,3,0.1,-2,-1,-1,8,5
COc1cccc(NC(=S)N(CCc2nc3cc(C)c(C)cc3[nH]2)Cc2cccnc2)c1,1.2,-2,9,0.0,-2,0,3,13,-5
O=C(COC(=O)c1ccc(O)cc1O)c1ccc(Cl)cc1,-1.4,-1,3,0.0,-3,3,0,-5,1
O=C1CC(c2ccc(Cl)c([N+](=O)[O-])c2)c2ccc3ccccc3c2N1 (stereo not given),4.3,-1,-13,0.0,9,1,3,33,15
COc1cc(C2c3c(oc4ccccc4c3=O)C(=O)N2Cc2ccco2)ccc1O (stereo not given),2.4,1,9,0.1,1,1,3,0,0
Nc1ccc(-c2nc3cc(N)ccc3s2)cc1,0.6,-3,.,-0.1,1,4,-1,15,4
COc1ccc(-c2noc(-c3ccc(Cl)cc3)n2)cc1,4.4,1,-2,0.1,-4,5,4,-1,-9
COc1cc(C(=S)N2CCOCC2)cc(OC)c1OC(=O)c1ccccc1[N+](=O)[O-],0.8,-1,-13,0.0,3,2,1,-2,-3
Cc1nc(N)sc1-c1csc(N(C)c2ccc(O)cc2)n1,0.5,-1,7,0.0,-1,7,2,19,-7
CC(C)=CCN1CCN(Cc2cc(F)ccc2-n2nc(C)cc2C)CC1CCO (stereo not given),1.1,-2,-12,0.0,-1,-2,0,9,4
N#C/C(=C\c1ccccc1OCc1ccc(C(=O)O)cc1)C(=O)Nc1ccc(O)cc1,-1.3,-1,-14,0.0,2,-2,-1,-4,8
CCc1ccc(CN2CCC(n3nccc3NC(=O)c3cccc(F)c3)CC2)cc1,4.7,-1,1,0.1,2,3,-2,0,7
O=C(NNC(=O)c1ccc(-n2cncn2)c([N+](=O)[O-])c1)c1ccccc1,-1.5,.,-3,-0.1,-3,5,.,6,.
Cc1ccc(N2C(=O)c3ccccc3C2C(=O)c2ccc(C)c(C)c2O)cc1 (stereo not given),0.9,-2,-2,0.1,9,-3,-3,9,8
CC1(Br)C2CCCC1C2S(=O)(=O)c1ccccc1 (stereo not given),2.9,-2,12,0.0,-3,3,-3,-2,-4
Cc1ccc(C(=O)Nc2ccc(Cl)cn2)cc1S(=O)(=O)N1CCOCC1,-4.7,-1,23,0.0,1,9,-1,1,2
O=C(NNC(=O)c1ccccc1Br)c1ccc(Cl)c(Cl)c1,3.6,-4,132,-0.1,3,8,1,3,-8
COc1ccccc1C(=O)N/C(=C\c1cn(C)c2ccccc12)C(=O)N1CCCC1,3.3,0,2,-0.1,0,-3,3,-9,0
Cc1nccn1CCC1CCCCN1C(=O)CCc1nnc(-c2ccsc2)o1 (stereo not given),2.9,2,-24,0.4,-4,1,-8,5,-3
COc1ccc(CCNC(=O)CSc2nc(N)c(C#N)c(-c3cccs3)c2C#N)cc1OC,0.3,1,2,-0.1,-1,-6,3,4,0
CC1CN(C(=O)CCNC(=O)c2ccc(Br)cc2)CC(C)O1 (stereo not given),0.6,-3,-15,-0.1,-7,10,-5,-4,2
COc1ccc(C(=O)N2CCN(CCc3ccccn3)CC2)cc1,2.3,-3,4,-0.8,0,5,-1,9,-11
COc1cccc(-n2c(SC)nnc2-c2c[nH]c3ccccc23)c1,3.3,-1,-4,0.0,2,2,-1,14,0
Cc1cc(C)n(-c2cccc(Cl)c2)c(=O)c1C#N,2.1,-2,-4,0.3,-2,-3,2,12,-2

The results go on:
SMILES,PP5 primary,TPT1 inh,JMJD2C inh,Efflux pump mplx,PP1 counter,LYPLA2 counter,Fh CTSL1 inh,PREPL inhibitor,core dimer inh
N#CC12C(N)=NC3(OCCO3)C1(C#N)C1=C(CCC1)NC2c1ccccc1 (stereo not given),0.0,-22,-1,0.0,-2,0,1,10,-5
Brc1cc2c(cc1CSc1ncccn1)OCO2,3.6,0,5,-0.1,1,4,-2,5,-12
Cc1cccc(OCC(=O)OCC(=O)c2c(N)n(C)c(=O)n(C)c2=O)c1,2.5,2,2,0.0,-1,3,-18,-8,-1
Cc1ccc(NC(=O)CN(C)C(=O)COC(=O)/C=C/c2cccs2)cc1,-1.6,0,-4,0.0,-3,-3,3,-15,0
O=C(COc1ccc(Br)cc1Br)NC1CCCC1,-0.6,4,10,0.1,-1,-6,5,-23,6
Cc1cc(C)c(NC(=O)CSc2nc3ncc(Br)cc3[nH]2)c(Cl)c1,-1.7,-7,2,-0.1,1,-1,1,-10,3
Cn1c2ccccc2c2ncn(CCCN3CCOCC3)c(=O)c21,0.4,3,-18,-0.2,-3,5,3,9,-3
CCC1CN(C(=O)Nc2ccc(C)cc2)c2cc(C)ccc2O1 (stereo not given),2.0,-2,8,-0.1,-2,3,0,14,0
O=C(O)Cn1c(CCS(=O)(=O)c2ccc(Br)cc2)nc2ccccc21,3.1,0,-1,0.1,2,2,1,-7,1
N#Cc1nc(COc2ccccc2)oc1N1CCCCC1,2.0,-2,0,-0.2,-2,-7,-2,3,2
Cc1cccc2cc(-c3nc4ccc(C(=O)O)cc4[nH]3)c(=O)oc12,-1.9,-2,1,-0.1,-5,-8,3,1,-2
O=C(O)CCCC(=O)NS(=O)(=O)c1ccc(Cl)cc1,-1.5,-3,?,0.0,-1,-7,-2,-2,-4
O=C(CCCOc1ccc(Cl)cc1Cl)NCCc1nnc2ccccn12,-0.9,3,-14,0.1,1,-4,1,10,-5

A portion of the library, so the mix of outcomes need not match the whole.
